Yp Topo-I inh: Y. pestis Topo-I inhibition via cleavage products; Y. pestis Topo-I cleavage product accumulation, plate reader; activity, % at 10 µM; 360,000 compounds, 0.064% hits; AID 504884; in the data active = activity above about 50%, passing the limit was not always enough; inconclusive = no clear call, values can overlap the other calls; note: inactives centre near 2
FadD28 FP inh: M. tuberculosis FadD28 bisubstrate binding inhibition; inhibition, % at 12.5 µM; FadD28 bisubstrate probe binding, fluorescence polarization; 360,000 compounds, 0.22% hits; in the data active = inhibition above about 8.5%, passing the limit was not always enough; inconclusive = no clear call, values can overlap the other calls
Anthrax LF prot: inhibitors of Bacillus anthracis lethal factor protease; P15917; multiplex microsphere protease cleavage assay, LF; inhibition, % at 10 µM; 360,000 compounds, 0.12% hits; AID 588501; note: plate controls were buffer without enzyme for full effect and enzyme alone for no effect
BoNT-F LC inh: blocks Botulinum neurotoxin F light chain protease | 360,000 compounds, 0.22% hits | Multiplex microsphere protease cleavage assay, flow cytometry | inhibition, % at 10 µM; in the data active = inhibition above about 35%, passing the limit was not always enough; inconclusive = no clear call, values can overlap the other calls; note: plate controls were buffer without enzyme for full effect and enzyme alone for no effect
TcdB inh: TcdB glycohydrolase inhibition; P18177; TcdB glycohydrolase enzymatic assay, plate reader; inhibition, % at 9.99 µM; 350,000 compounds, 0.24% hits; in the data active = inhibition above about 10%
Target sequence (P18177 whole entry, looked up): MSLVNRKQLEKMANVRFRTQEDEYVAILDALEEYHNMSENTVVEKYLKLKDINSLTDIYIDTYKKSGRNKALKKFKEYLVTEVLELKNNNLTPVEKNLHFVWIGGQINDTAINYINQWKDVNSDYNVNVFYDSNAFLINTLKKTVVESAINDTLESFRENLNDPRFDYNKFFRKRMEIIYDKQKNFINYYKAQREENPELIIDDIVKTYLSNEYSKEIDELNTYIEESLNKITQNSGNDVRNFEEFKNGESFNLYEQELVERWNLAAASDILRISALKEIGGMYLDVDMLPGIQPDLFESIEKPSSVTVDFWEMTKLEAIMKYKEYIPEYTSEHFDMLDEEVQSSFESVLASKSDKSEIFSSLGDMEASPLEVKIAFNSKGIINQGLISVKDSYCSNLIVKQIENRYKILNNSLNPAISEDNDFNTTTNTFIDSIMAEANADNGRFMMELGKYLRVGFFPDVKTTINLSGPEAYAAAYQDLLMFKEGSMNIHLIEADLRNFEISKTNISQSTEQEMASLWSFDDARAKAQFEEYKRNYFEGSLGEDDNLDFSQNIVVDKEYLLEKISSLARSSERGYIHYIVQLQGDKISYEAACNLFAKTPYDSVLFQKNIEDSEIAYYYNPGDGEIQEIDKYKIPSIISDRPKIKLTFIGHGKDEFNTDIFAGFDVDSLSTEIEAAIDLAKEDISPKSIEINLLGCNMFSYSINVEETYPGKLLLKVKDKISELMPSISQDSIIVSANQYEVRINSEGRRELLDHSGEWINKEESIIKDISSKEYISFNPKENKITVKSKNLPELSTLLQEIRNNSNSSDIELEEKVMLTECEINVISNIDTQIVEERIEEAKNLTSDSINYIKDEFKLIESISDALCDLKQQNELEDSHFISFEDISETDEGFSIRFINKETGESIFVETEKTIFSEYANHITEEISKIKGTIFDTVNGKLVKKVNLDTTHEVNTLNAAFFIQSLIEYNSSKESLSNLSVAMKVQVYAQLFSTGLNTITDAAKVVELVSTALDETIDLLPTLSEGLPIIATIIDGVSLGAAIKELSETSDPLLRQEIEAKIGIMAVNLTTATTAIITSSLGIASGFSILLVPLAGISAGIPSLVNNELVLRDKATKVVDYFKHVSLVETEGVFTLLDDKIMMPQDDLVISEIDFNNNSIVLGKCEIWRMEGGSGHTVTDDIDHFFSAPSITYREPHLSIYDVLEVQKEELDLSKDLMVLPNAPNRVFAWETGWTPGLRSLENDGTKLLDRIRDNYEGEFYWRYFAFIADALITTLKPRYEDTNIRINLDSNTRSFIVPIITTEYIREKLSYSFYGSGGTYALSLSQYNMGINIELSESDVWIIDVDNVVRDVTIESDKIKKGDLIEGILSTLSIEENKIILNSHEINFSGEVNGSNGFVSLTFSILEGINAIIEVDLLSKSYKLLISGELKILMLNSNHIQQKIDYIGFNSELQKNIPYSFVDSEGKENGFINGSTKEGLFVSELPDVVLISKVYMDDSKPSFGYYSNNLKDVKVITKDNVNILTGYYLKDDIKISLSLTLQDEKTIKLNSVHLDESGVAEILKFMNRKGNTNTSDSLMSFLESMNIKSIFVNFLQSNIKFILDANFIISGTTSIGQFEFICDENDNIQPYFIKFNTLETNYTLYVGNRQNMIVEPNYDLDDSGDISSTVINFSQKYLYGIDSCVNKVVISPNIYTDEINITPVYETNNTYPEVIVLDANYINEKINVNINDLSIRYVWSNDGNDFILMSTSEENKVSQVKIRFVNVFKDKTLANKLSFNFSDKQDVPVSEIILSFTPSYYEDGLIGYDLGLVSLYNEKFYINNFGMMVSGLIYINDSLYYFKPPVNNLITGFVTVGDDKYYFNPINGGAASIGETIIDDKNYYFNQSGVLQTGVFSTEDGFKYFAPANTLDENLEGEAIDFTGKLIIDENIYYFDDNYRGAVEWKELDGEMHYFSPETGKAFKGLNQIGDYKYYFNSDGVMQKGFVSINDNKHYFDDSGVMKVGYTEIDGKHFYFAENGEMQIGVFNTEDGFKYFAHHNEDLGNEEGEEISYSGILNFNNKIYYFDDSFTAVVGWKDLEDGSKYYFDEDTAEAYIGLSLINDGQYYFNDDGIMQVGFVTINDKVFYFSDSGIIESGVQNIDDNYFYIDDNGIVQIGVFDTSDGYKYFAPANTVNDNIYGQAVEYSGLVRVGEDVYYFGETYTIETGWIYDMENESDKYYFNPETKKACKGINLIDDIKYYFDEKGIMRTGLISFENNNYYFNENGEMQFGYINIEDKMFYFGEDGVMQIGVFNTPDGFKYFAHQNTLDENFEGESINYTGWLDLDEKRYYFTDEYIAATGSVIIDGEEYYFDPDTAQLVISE
BoNT A protease: inhibitors of Botulinum neurotoxin A light chain protease; multiplex microsphere protease substrate cleavage, flow cytometry; inhibition, % at 10 µM; 360,000 compounds, 0.17% hits; note: plate controls were buffer without enzyme for full effect and enzyme alone for no effect
PfHsp40 rescue: rescue of PfHsp40-mediated yeast toxicity; growth rescue, % at 12.5 µM; S. cerevisiae expressing PfHsp40, growth rescue, ATP luminescence; 340,000 compounds, 0.68% hits; in the data active = growth rescue above about 28%, passing the limit was not always enough; inconclusive = no clear call, values can overlap the other calls;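 note: yeast W303a lacking pdr1 and pdr3 grown in galactose medium; growth measured after three days at 30 °C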
PrPC surface inh: inhibitors of human cell surface prion protein PrPC; P04156; TR-FRET read-out; inhibition, % at 13.8 µM; 370,000 compounds, 0.43% hits; in the data active = inhibition above about 24%; note: 0% = median of the test wells and 100% = reference compound wells
CCHF vOTU inh: blocks the CCHF virus ovarian tumor domain protease | CCHFV vOTU protease, Pep-AMC fluorescence | inhibition, % at 11.5 µM | 370,000 compounds, 0.55% hits | AID 651958; in the data active = inhibition above about 30%; note: 0% = vehicle wells with enzyme and 100% = no enzyme wells
* marks the source's active call; other numbers are inactive results; ? = inconclusive; · = no result given; & = joins results of further samples. Cut-off read from the data, not from the text of the source, unless noted: active = inhibition above about 30%; inconclusive = no clear call, values can overlap the other calls; inactive = below that. No enrichment for hits; about 2.3% have a hit in one of these screens.

SMILES | Yp Topo-I inh | BoNT-F LC inh | PfHsp40 rescue | TcdB inh | FadD28 FP inh | BoNT A protease | Anthrax LF prot | CCHF vOTU inh | PrPC surface inh
O=C(COC(=O)C12CC3CC(CC(C3)C1)C2)NCCc1ccccc1 | 31.3 | -1.8 | 4.0 | · | -1.7 | -1.7 | 0.0 | -12.6 | 2.2
CSc1nc(N2CCOCC2)c2c(c1C#N)CC(C(C)C)OC2 (stereo not drawn) | 2.2 | 2.0 | 0.7 | -0.1 | -0.6 | 0.8 | 9.0 | 17.8 | -7.5
CC(C)CNC(=S)NC(=O)c1csc([N+](=O)[O-])c1 | 1.3 | ? | 2.4 | 1.2 | -2.2 | ? | 1.8 | -7.3 | -3.4
CCn1nnnc1SCC(=O)Nc1ccc(N(C)C)cc1 | -8.0 | -0.6 | 1.0 | 2.6 | · | -0.3 | -4.5 | 30.6* | 3.4
O=C(O)c1ccc(C=NN2CCCCCC2)cc1 | -8.3 | -2.1 | -0.9 | -10.7 | -0.2 | 0.3 | 5.0 | 11.0 | 1.6
Cc1c(C(=O)N2CCOCC2)cc(C(C)(C)C)n1-c1ccccc1 | -3.6 | -2.2 | 0.3 | 1.1 | -1.1 | 0.0 | 0.7 | -7.3 | 1.1
N/C(=N\OC(=O)Cc1ccc(-c2ccccc2)cc1)c1ccncc1 | 9.9 | -4.8 | 1.3 | 1.3 | -4.5 | 0.5 | -6.9 | 10.6 | 5.5
COCCNC(=O)C1CCCN(C(=O)c2csc3ccccc23)CC1 (stereo not drawn) | -3.5 | -1.4 | · | 1.2 | -1.6 | 0.0 | 0.2 | 5.2 | -5.1
c1cncc(-c2nc3ccccn3c2Nc2ccc3c(c2)OCCO3)c1 | -4.5 | -6.7 | 1.3 | -12.9 | -4.7 | -0.1 | -10.0 | 2.7 | 8.3
CCN(CC)S(=O)(=O)c1ccc(N2CC(C(=O)NCCc3c[nH]c4ccccc34)CC2=O)cc1 (stereo not drawn) | 9.1 | 4.5 | · | 4.2 | -4.0 | 4.7 | 0.7 | 4.4 | 3.1
CCCn1c(N)c(C(=O)CSc2nnc(Cc3cccs3)n2C2CC2)c(=O)n(C)c1=O | 22.8 | 1.5 | -1.2 | 0.3 | · | -1.0 | -5.6 | 7.8 | -2.9
CC(=O)c1ccc(-n2cc(C#N)c(=O)[nH]c2=O)cc1 | 4.9 | ? | 2.2 | 0.7 | -0.7 | -9.1 | 0.7 | -3.2 | 7.8
COC(=O)c1sccc1NC(=O)c1ccc(OC)c([N+](=O)[O-])c1 | 2.7 | -2.3 | -0.6 | 5.4 | 1.3 | 0.0 | -4.0 | 0.9 | 7.8
CCN1CCN(CCCNC(=O)c2ccc(/C=C3/Sc4ccccc4N(Cc4ccccc4F)C3=O)cc2)CC1 | -36.0 | -2.8 | 0.1 | 4.8 | -14.8 | -0.7 | -7.2 | -16.1 | -13.8
c1nc(N2CCCCC2)c2[nH]cnc2n1 | 6.6 | -17.9 | 0.6 | 0.5 | -0.9 | -2.2 | -12.4 | -2.3 | -2.2
CCOC(=O)C1C(=O)NC(N2CCc3ccccc32)=NC1c1ccccc1 (stereo not drawn) | -2.1 | -13.4 | 0.9 | · | -2.1 | -0.6 | 0.8 | 0.5 | 2.3
O=C1Nc2ccccc2C1(c1ccccc1)c1ccccc1 | -11.6 | -10.9 | 0.4 | · | -3.7 | -0.2 | -3.9 | 6.9 | 12.6
COc1ccc(C(=O)NCC(=O)N/N=C/c2cccnc2)cc1 | 10.5 | 0.3 | 2.0 | 1.4 | 1.3 | -0.5 | -2.7 | 5.4 | 0.4
Cc1cccc2nc(CSc3nc4ccccc4o3)cn12 | 1.0 | -6.3 | 1.3 | -0.3 | 0.5 | -0.4 | -0.4 | -5.5 | -4.9
O=C(COC(=O)[C@@H]1CCCN1C(=O)c1cccs1)NCCc1ccccc1 | -2.8 | 2.8 | -1.1 | -1.3 | 0.7 | -0.4 | -14.4 | -2.8 | -3.3
COc1ccc(C2CC(=O)n3c(nc4ccccc43)S2)cc1OC (stereo not drawn) | 7.4 | -3.3 | 1.2 | · | -0.7 | 0.0 | 2.3 | -7.9 | 7.2
Oc1ccc(Nc2nc(-c3ccc4ccccc4c3)cs2)cc1 | -39.8 | -13.4 | 0.4 | · | -4.6 | -1.3 | -5.7 | -4.0 | 11.2
CCOC(=O)C1(Cc2ccccc2)CCN(Cc2cn(CC(=O)OC)c3ccccc23)CC1 | -2.0 | -2.5 | -0.5 | 1.1 | -0.7 | 0.4 | -2.5 | 1.2 | -7.4
Cc1ccc(NC(=O)CCNS(=O)(=O)c2ccc3c(c2)CCC(=O)N3)cc1C | -11.4 | 4.2 | 1.1 | 1.8 | -1.8 | 1.7 | 3.8 | 6.3 | 7.0
O=C(Nc1ccccc1[N+](=O)[O-])c1ccc(S(=O)(=O)N2CCCC2)cc1 | 2.9 | 1.3 | 2.3 | 1.2 | -0.8 | -0.7 | 8.6 | -1.6 | -22.4
CCOC(=O)C1=C(c2ccccc2)OC(N)=C(C#N)C1C1CCCCC1 (stereo not drawn) | 6.1 | -2.7 | 2.9 | · | 2.1 | -0.9 | -4.0 | 21.9 | -8.9
Cc1ccc(CC2CC(=O)N(c3cc(C)on3)C2=O)cc1 (stereo not drawn) | 3.5 | 1.8 | 0.3 | 5.8 | -1.3 | 0.7 | 2.1 | 0.3 | 1.2
CCCn1c(N)c(N(CCOC)C(=O)c2ccccc2F)c(=O)[nH]c1=O | 4.4 | -2.9 | -0.7 | 1.4 | -3.9 | -0.7 | 6.9 | 10.6 | 8.4
COc1ccc(CCN=C(N)NS(=O)(=O)c2cccs2)cc1 | 0.0 | -0.8 | -0.5 | -0.7 | -6.0 | 0.3 | -0.6 | -5.2 | -0.2
Cc1ccc(C(=O)Nc2ccon2)cc1S(=O)(=O)N1CCCC1 | -4.3 | -7.1 | -0.1 | · | -0.3 | -0.1 | -0.5 | 6.0 | -0.2
COc1ccc(NC(=O)CSc2nc3nc(C)cc(C)n3n2)cc1 | 0.4 | 12.2 | -0.4 | 1.0 | -2.6 | 1.3 | 0.5 | 7.0 | 1.3
CCOC(=O)NC(=O)C(=CNc1ccccc1OC)C(=O)NC(=O)OCC | -4.7 | -3.3 | 0.5 | -0.2 | -3.0 | -0.3 | -1.1 | 11.1 | -9.1
Cc1ccc(/C=N/N(C)S(=O)(=O)c2ccc(C)cc2)cc1 | 16.2 | 25.7 | 1.0 | 3.8 | -1.4 | 3.6 | -13.2 | -6.2 | 15.4
CCC(=S)/C=C1\Sc2ccccc2N1CCCS(=O)(=O)O | 3.4 | -1.2 | -0.5 | · | 1.4 | -1.4 | -1.5 | -7.4 | -1.5
CCN(CC)C(=O)C(C)OC(=O)COc1ccc(Cl)cc1Cl (stereo not drawn) | 4.1 | 2.9 | -1.3 | 0.8 | -1.3 | 0.3 | 1.5 | -11.0 | -4.5
CCOC(=O)[C@]12CCCC=C1N(Cc1ccco1)C(=O)[C@H](CC(=O)N1CCC(c3ccccc3)CC1)C2 | · | -2.2 | · | -0.3 | · | -0.4 | -5.5 | 1.9 | 11.9
O=C1/C(=C\Nc2ccccc2)CCN1c1ncccn1 | -2.0 | -6.3 | -0.3 | · | -1.8 | 0.4 | -0.8 | 9.2 | 2.4
CCNC(=O)C1(C)CCN(C(=O)c2ccc(N(C)C)cc2)C1 (stereo not drawn) | 3.8 | -4.4 | · | 0.3 | -0.9 | 0.1 | 0.0 | 3.5 | 2.9
CCOc1ccc(Nc2cc(=O)oc3ccccc23)cc1 | 5.1 | 1.2 | -0.4 | 1.3 | -1.6 | 0.3 | -7.1 | -19.4 | 3.6
COc1ccc(OC)c(S(=O)(=O)N(C)CC(=O)N2CCc3ccccc3C2)c1 | 1.5 | 8.7 | -0.3 | · | -3.3 | 0.2 | 6.3 | 5.2 | 3.9
O=C(c1ccc(Cl)c(S(=O)(=O)N2CCCCCC2)c1)N1CCCCC1 | 7.0 | 1.2 | -1.4 | 1.7 | -0.1 | 3.1 | -1.0 | 6.5 | -10.4
COc1cc(F)ccc1-c1cc(C(=O)NCc2cccs2)[nH]n1 | 4.3 | -0.3 | · | 3.7 | -4.0 | -0.8 | -1.6 | -3.0 | -0.4
Cc1cc(N2C(=O)C(O)=C(C(=O)c3cccs3)C2c2ccc(F)cc2)no1 (stereo not drawn) | -5.4 | -1.6 | -0.7 | -1.3 | -3.5 | -0.3 | -5.8 | 0.3 | -3.8
CCOc1ccccc1NC(=O)CSc1nnc(CNC(=O)c2ccco2)o1 | 0.5 | 4.9 | 0.2 | · | -1.4 | 0.5 | 1.3 | 3.3 | 0.6
CNc1ccccc1C(C)(C)c1cc(-c2cccc([N+](=O)[O-])c2)no1 | 5.9 | -5.2 | 1.1 | 1.8 | 0.0 | -0.9 | -7.6 | 25.1 | -3.7
C[C@H](CO)N1C[C@H](C)[C@@H](CN(C)Cc2ccc(-c3ccccc3)cc2)Oc2c(NC(=O)Nc3ccc4c(c3)OCO4)cccc2C1=O | -4.0 | 0.8 | 0.0 | 0.1&0.3 | -1.6 | 0.2 | 1.8 | 1.2 | -0.5
Cc1ccc(OCC(=O)NCc2cccnc2)cc1 | 1.4 | 0.9 | 0.0 | -2.1 | -0.3 | 0.4 | 3.3 | -4.0 | -1.9
O=C(NCC1CCCO1)C(C(=O)c1ccccc1)n1ccccc1=O (stereo not drawn) | -2.9 | -3.9 | -0.5 | · | -3.5 | -1.0 | -6.8 | -6.9 | -4.1
COc1cc2c(cc1OC)CN(C(=O)/C=C/c1cccs1)CC2 | 14.8 | -1.1 | -0.6 | -0.1 | -2.6 | 0.1 | -11.5 | -3.9 | -2.2
OC[C@H]1OC(O)[C@H](O)[C@@H](O)[C@H]1O (stereo partly drawn) | -4.4 | 4.6 | -1.2 | -0.8 | -0.8 | 0.4 | -3.3 | 1.6 | 11.1

New compounds follow
SMILES | Yp Topo-I inh | BoNT-F LC inh | PfHsp40 rescue | TcdB inh | FadD28 FP inh | BoNT A protease | Anthrax LF prot | CCHF vOTU inh | PrPC surface inh
CCN(C(=O)COC(=O)c1cc([N+](=O)[O-])ccc1N1CCOCC1)c1ccccc1 | 14.1 | 1.6 | 0.9 | 1.9 | -1.0 | 2.4 | 6.9 | 23.1 | -36.7
CCn1c(COc2ccc(Cl)cc2)nnc1SCc1ccc(C#N)cc1 | -3.0 | 7.4 | 6.6 | · | -8.2 | 0.4 | -0.9 | 4.0 | 10.8
CCOC(=O)c1c(NC(C)=O)sc2c(OCCN(CC)CC)c(Br)ccc12 | 3.8 | -0.1 | -0.1 | 0.8 | -2.3 | -0.9 | 4.7 | 5.0 | -6.5
NNC(=O)Cn1c2ccccc2c2ccccc21 | 3.4 | ? | -0.7 | 0.4 | 0.1 | -5.7 | -19.3 | 5.3 | 4.2
Cc1csc(C(=O)O)c1-c1c(C)csc1C(=O)O | -2.9 | 6.7 | -1.9 | 7.9 | -2.9 | 0.7 | 0.1 | -2.1 | 6.6
COc1ccc(OCCCC(=O)Nc2nncs2)cc1 | 0.1 | -4.2 | -0.3 | · | 0.0 | -0.4 | -2.2 | -10.8 | -1.0
O=C1C2=C(CCCC2)C(=O)N1c1cccc(OCCBr)c1 | 8.2 | -1.6 | -1.0 | -0.5 | -3.2 | -0.3 | -1.4 | -11.2 | 0.9

A draw from above in order of SMILES length, rising.
SMILES | Yp Topo-I inh | BoNT-F LC inh | PfHsp40 rescue | TcdB inh | FadD28 FP inh | BoNT A protease | Anthrax LF prot | CCHF vOTU inh | PrPC surface inh
COc1ccc(OCCCC(=O)Nc2nncs2)cc1 | 0.1 | -4.2 | -0.3 | · | 0.0 | -0.4 | -2.2 | -10.8 | -1.0
CCn1c(COc2ccc(Cl)cc2)nnc1SCc1ccc(C#N)cc1 | -3.0 | 7.4 | 6.6 | · | -8.2 | 0.4 | -0.9 | 4.0 | 10.8
CCN(C(=O)COC(=O)c1cc([N+](=O)[O-])ccc1N1CCOCC1)c1ccccc1 | 14.1 | 1.6 | 0.9 | 1.9 | -1.0 | 2.4 | 6.9 | 23.1 | -36.7

Bioassay records from PubChem.
